M4 PAM = potentiates acetylcholine response at human M4 receptor; P08173; CHO-K1 hM4/Gqi5, Fluo-8 calcium fluorescence, ACh EC20; 0% = ACh EC20, 100% = maximal ACh; activation, % at 3 µM; 360,000 compounds, 0.4% hits; AID 624126;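 active = activation above its plate's cutoff, the mean activation of sample wells plus 3 SD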; also: some results filed as inactive read as strong as hits
Target sequence (P08173 whole entry, looked up): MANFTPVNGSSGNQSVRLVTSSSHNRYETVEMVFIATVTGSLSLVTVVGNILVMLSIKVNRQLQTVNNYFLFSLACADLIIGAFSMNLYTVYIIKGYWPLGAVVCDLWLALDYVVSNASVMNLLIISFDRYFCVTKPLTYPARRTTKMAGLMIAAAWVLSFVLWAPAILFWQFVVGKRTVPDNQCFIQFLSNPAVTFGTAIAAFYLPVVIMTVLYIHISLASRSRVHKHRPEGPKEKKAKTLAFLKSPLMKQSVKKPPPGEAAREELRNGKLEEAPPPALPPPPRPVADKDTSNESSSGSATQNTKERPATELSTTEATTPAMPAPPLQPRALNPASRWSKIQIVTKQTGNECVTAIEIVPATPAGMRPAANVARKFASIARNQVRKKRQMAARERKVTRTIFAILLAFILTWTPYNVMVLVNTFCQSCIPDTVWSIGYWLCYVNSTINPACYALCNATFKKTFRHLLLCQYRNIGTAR
M4 ag = CHRM4 agonism in calcium assay | activation, % at 3 µM | CHO-K1 hM4/Gqi5, Fluo-8 calcium fluorescence; vehicle 0%, full acetylcholine response 100% | 360,000 compounds, 0.14% hits | P08173 | AID 624127;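 active = activation above the run mean over all test wells plus 3 SD, cut at about 32% in these data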;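 also: peak over basal fluorescence ratio per well then scaled between controls; 0% = DMSO wells and 100% = acetylcholine at EC100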
M4 antag = antagonists of human muscarinic M4 receptor (CHRM4). P08173. CHO-hM4 cells, ACh EC80, Fluo-8 calcium fluorescence. inhibition, % at 3 µM. 360,000 compounds, 0.73% hits. AID 624125;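 active = inhibition above its plate's cutoff, the mean inhibition of sample wells plus 3 SD, cut at about 27% in these data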;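 also: 0% = acetylcholine EC80 with DMSO and 100% = DMSO without agonist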
CHRM5 PAM = positive allosteric modulators of human muscarinic M5 receptor. AID 624038. 360,000 compounds, 0.3% hits. CHO-K1 hM5, Fluo-8 calcium, ACh EC20 PAM; 0% = ACh EC20, 100% = ACh EC100. P08912. activation, % at 3 µM;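 active = activation above the run cutoff, the mean activation of all test compounds plus 3 SD, cut at about 18% in these data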
Target sequence (P08912 whole entry, looked up): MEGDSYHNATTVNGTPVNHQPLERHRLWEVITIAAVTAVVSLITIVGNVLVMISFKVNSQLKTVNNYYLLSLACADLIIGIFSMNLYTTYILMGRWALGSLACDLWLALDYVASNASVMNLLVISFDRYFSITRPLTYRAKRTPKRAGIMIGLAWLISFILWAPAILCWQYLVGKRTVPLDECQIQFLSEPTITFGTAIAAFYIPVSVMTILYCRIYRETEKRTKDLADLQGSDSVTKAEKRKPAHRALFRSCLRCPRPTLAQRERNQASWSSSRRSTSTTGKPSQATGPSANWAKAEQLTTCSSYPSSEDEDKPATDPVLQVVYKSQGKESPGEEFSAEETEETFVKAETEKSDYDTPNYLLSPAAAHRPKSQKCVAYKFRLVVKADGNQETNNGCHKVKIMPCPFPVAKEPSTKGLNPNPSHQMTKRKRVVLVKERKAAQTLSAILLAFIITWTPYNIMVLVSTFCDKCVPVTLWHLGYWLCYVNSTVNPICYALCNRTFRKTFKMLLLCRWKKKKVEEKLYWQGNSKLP
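Assay system: CHO-K1 hM5 cells / Incubation: Fluo-8 loading 80 min at 37 °C plus 30 min room temperature / Technique: Fluo-8 calcium dye fluorescence, kinetic read / Repeats: single replicate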
CRFR2-BP antag = antagonists of CRF-binding protein/CRF-R2 receptor complex; HEK293 CRF-R2/CRF-BP, CRF-induced calcium fluorescence; inhibition, % at 11.8 µM; 350,000 compounds, 0.59% hits; AID 588475;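 active = inhibition of the ligand-induced calcium signal above about 50% at the single tested concentration, limit read from the data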
CRFR2-BP ag = agonists of human CRF-binding protein/CRF-R2 receptor complex | HEK293 CRF-R2/CRF-BP, calcium dye fluorescence (FLIPR); percent of saturating CRF peptide response | activation, % at 13.2 µM | 350,000 compounds, 0.46% hits;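 active = activation of at least 50%, plus an integration ratio under a set limit after plate pattern correction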;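 also: plate controls were neutral control wells without compound for no effect and CRF at EC100 for full effect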
M5 antag = antagonists of human muscarinic M5 receptor (CHRM5). P08912. CHO-hM5 cells, Fluo-8 calcium fluorescence, ACh EC80. inhibition, % at 3 µM. 360,000 compounds, 0.59% hits;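 active = inhibition above a per-plate cutoff, the mean of that plate's test compounds plus 3 SD, cut at about 27% in these data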;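 also: 0% = acetylcholine EC80 with DMSO and 100% = DMSO without agonist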
CHRM5 agonist = agonists of human muscarinic M5 receptor (CHRM5). CHO-K1 hM5 cells, Fluo-8 calcium fluorescence; 0% DMSO wells, 100% maximal acetylcholine response. P08912. activation, % at 3 µM. AID 624037. 360,000 compounds, 0.19% hits;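 active = activation above the run's mean over test compounds plus 3 SD, cut at about 23% in these data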;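 also: signal is peak over basal fluorescence ratio across the kinetic read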
IDE cell inh = inhibitors of human insulin-degrading enzyme in cells; HEK cells, FAbetaB cleavage, fluorescence polarization; inhibition, % at 5.59 µM; 320,000 compounds, 0.41% hits; AID 434962;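 active = percent inhibition above the average of all tested compounds plus 3 SD, set per screening campaign, cut at about 16% in these data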;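 also: IDE supplied by intact live HEK cells; FP after avidin binding of uncleaved biotin substrate so inhibition keeps polarization high; 0% = DMSO wells and 100% = 60 µM reference IDE inhibitor Ii1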
Active calls of the source: *; · = no result given; & = joins results of further samples.

SMILES	M4 PAM	M4 ag	M4 antag	CHRM5 PAM	CRFR2-BP antag	CRFR2-BP ag	M5 antag	CHRM5 agonist	IDE cell inh
CCOc1c(C(N)=O)cc([N+](=O)[O-])cc1[N+](=O)[O-]	9	1	0	2	-1	-0.8	-3	2	-2
O=C(CSc1nc(-c2ccc(F)cc2)nc2c1Cc1ccccc1O2)Nc1cccc(C(=O)O)c1	12	5	-13	-1	1	0.0	7	7	·
CCCCCc1c(-c2ccc(OC)c(OC)c2)ncn1CCc1ccccc1OC	-13	9	23	-18	·	·	15	-3	·
O=C(CCN1C(=O)c2ccccc2C1=O)NCCC1=CCCCC1	12	1	-16	1	3	-1.4	-10	0	-3
CCOC(=O)C1(CC2CC2)CCN(Cc2cn[nH]c2-c2ccccc2)CC1	2	0	-3	5	3	0.3	-6	-1	0
C=CCNC(=O)/C(C#N)=C/c1cn(-c2ccccc2)nc1-c1cccs1	4	3	-4	-5	-23	2.8	1	-1	5
Cn1c(=O)[nH]c(NC2CCCCC2)c([N+](=O)[O-])c1=O	8	1	-1	-2	15	0.2	0	1	-2
CCOC(=O)Cc1nnc(NC(=O)c2ncn[nH]2)s1	3	0	4	-2	13	-1.0	6	-1	10
Cc1noc(C)c1C(=O)Nc1cc(S(=O)(=O)N2CCCCC2)ccc1N(C)C	-1	1	-8	0	8	-1.3	-1	-1	·
O=C(O)c1cccc(S(=O)(=O)NCc2cccs2)c1	10	1	-4	-1	4	-2.2	0	-1	2
Cc1cccnc1C(NC(=O)C1CCN(Cc2ccc(Oc3ccccc3)cc2)CC1)c1ccccc1 (stereo unspecified)	-13	3	29*	-19	·	·	16	-3	·
CCCCOc1ccc(/C=C(\C(=O)O)c2ccc(S(=O)(=O)N3CCCC3)s2)cc1	8	-1	-6	1	11	0.7	18	-7	-3
CSc1ccc(CN(C)CC(=O)Nc2c(F)cccc2F)cc1	-5	4	5	-3	9	-6.8	13	2	8
CCOC(=O)c1ccc(N2Cc3ccccc3C2=NC(=O)c2ccncc2)cc1	-4	1	3	1	6	0.9	7	-4	·
COc1ccc(CN(CC(=O)NCc2ccc(F)cc2)C(=O)CCC(=O)Nc2ccccn2)cc1	2	3	0	-3	2	-0.9	10	1	4
COc1cc(C(C)=O)ccc1Oc1ncnc2c1cnn2-c1ccc(F)cc1	-7	1	5	-3	22	-1.2	-1	-1	-1
CC(C(=O)NC1CCS(=O)(=O)C1)N1C(=O)/C(=C/c2ccc(Cl)cc2)SC1=S (stereo unspecified)	-3	8	-4	-1	-16	0.1	15	2	8
CC(C)(C)C1CCC(=NNS(=O)(=O)c2ccc(Br)cc2)CC1 (stereo unspecified)	-9	-2	7	-6	-10	-1.2	4	-7	2
O=C(COC(=O)CCSc1ccccc1)Nc1ccccc1	13	2	-17	6	9	-0.6	-8	-1	0
CC1(C(=O)O)CCN1C(=O)c1cccc(C(F)(F)F)c1 (stereo unspecified)	7	1	-11	-2	·	·	-2	0	·
Cc1ccccc1C(=O)NC(CC(C)C)C(=O)N1CCN(c2ccccc2)CC1 (stereo unspecified)	4	2	-8	8	-7	0.0	3	-2	-6
O=C(c1cccc(NS(=O)(=O)c2cccc(F)c2)c1)N1CCCC1	3	0	0	-6	0	-0.6	7	-4	·
CN(Cc1ccccc1)S(=O)(=O)c1ccc(OCC(=O)NCc2ccccn2)cc1	-9	8	-10	-2	7	1.1	-3	6	-4
N#Cc1c(-c2cccs2)cc(-c2ccccn2)nc1N	15	6	2	-9	-2	2.0	3	-1	1
O=C1CCC2(CCCC2)c2ccccc21	0	0	-14	0	4	-0.3	-6	0	·

Looked up one by one from the entries so far, 4 records:
SMILES	M4 PAM	M4 ag	M4 antag	CHRM5 PAM	CRFR2-BP antag	CRFR2-BP ag	M5 antag	CHRM5 agonist	IDE cell inh
C=CCNC(=O)/C(C#N)=C/c1cn(-c2ccccc2)nc1-c1cccs1	4	3	-4	-5	-23	2.8	1	-1	5
CSc1ccc(CN(C)CC(=O)Nc2c(F)cccc2F)cc1	-5	4	5	-3	9	-6.8	13	2	8
CN(Cc1ccccc1)S(=O)(=O)c1ccc(OCC(=O)NCc2ccccn2)cc1	-9	8	-10	-2	7	1.1	-3	6	-4
COc1cc(C(C)=O)ccc1Oc1ncnc2c1cnn2-c1ccc(F)cc1	-7	1	5	-3	22	-1.2	-1	-1	-1

(continued)
SMILES	M4 PAM	M4 ag	M4 antag	CHRM5 PAM	CRFR2-BP antag	CRFR2-BP ag	M5 antag	CHRM5 agonist	IDE cell inh
COc1ccc(CCNC(=O)C(=O)NCc2ccc(C(C)C)cc2)cc1OC	-2	0	0	-7	32	-1.5	0	2	6
c1coc(-c2nn3c(Cn4nnc5ccccc54)nnc3s2)c1	6	1	-2	-7	5	-0.1	6	0	2
COc1ccccc1Oc1nc(-c2cccnc2)nc2ccccc12	-6	0	-15	1	-7	0.2	-2	-12	11
COc1ccc(Br)cc1/C=N/n1c(COc2ccccc2)n[nH]c1=S	1	1	-7	-1	2	-2.2	-9	-2	-2
COC(=O)[C@@H]1C[C@H]2CC[C@H](O)C[C@H]2N1Cc1ccc(Cl)cc1	0	2	0	1	-4	0.5	1	5	-7
O=C(Cn1nnc(-c2ccccc2Cl)n1)Nc1cccc(S(=O)(=O)N2CCCC2)c1	-4	14	4	-20	18	3.5	6	5	2
O=C(CSc1cn[nH]n1)Nc1cccc(C(F)(F)F)c1	2	2	3	0	-1	1.1	10	1	0
CCOc1ccc(NC(=O)NCCCSC2CCCCC2)cc1	7	0	-25	-6	-6	-3.5	5	-5	4
C#CCOCCOCCOCCNc1nc(N2CCN(C(=O)[C@H](CCCCN)n3cc(CN)nn3)CC2)nc(N2CCN(C(=O)[C@H](CCC(=O)O)n3cc(CN)nn3)CC2)n1	3	0	14	-2	-3	0.2	12	1	9
CC12CCC(=O)C=C1CCC1C2C(O)CC2(C)C1CCC2(O)C(=O)COC(=O)CCC1CCCC1 (stereo unspecified)	-17	10	22	-16	·	·	13	-3	·
CS(=O)(=O)N(CC(=O)N1CCCC1)c1ccc(F)cc1	1	1	-10	3	3	-1.6	-6	2	·
O=C(Nc1nc2ccc(F)cc2s1)c1cccc(S(=O)(=O)N2CCc3ccccc32)c1	-2	0	5	-3	-31	1.2	-1	-2	9
O=C(CNS(=O)(=O)c1ccccc1)Nc1ccccc1Br	-1	1	-1	-10	15	-1.1	16	-4	-7
CC(NC(=O)COC(=O)COc1ccc(Cl)cc1)c1ccccc1 (stereo unspecified)	0	0	5	-4	-12	-0.5	20	0	8
CCCNC(=O)c1ccc2c(=O)c(O)c(-c3cccc(Br)c3)[nH]c2c1	1	4	-2	-11	-14	28	15	1	-1
O=C(CN1CCN(Cc2ccccc2Cl)CC1)N/N=C/C=C/c1ccccc1[N+](=O)[O-]	-7	2	2	0	-32	-0.1	-1	-1	22*
Cn1cccc1C(=O)NC(=O)COC(=O)c1cc(S(=O)(=O)N2CCCCC2)ccc1Cl	-7	5	-3	-2	-2	18	5	-1	2
O=C(c1ccco1)N1CCN(C(=O)C(c2ccccc2)c2ccccc2)CC1	12	-1	4	2	-3	0.4	-4	0	4
COc1ccc(CNC(=O)C2CCC(CNS(=O)(=O)c3cccc4cccnc34)CC2)cc1 (stereo unspecified)	-6	4	-1	-5	11	-1.3	10	-3	-7
Cc1nc(C(F)(F)F)ccc1C(=O)Nc1ccccc1N1CCOCC1	-4	1	5	2	2	1.3	2	0	-3
C[C@@H]1CN([C@@H](C)CO)C(=O)CCCn2nncc2CO[C@H]1CN(C)C	3	0	0	6	2	4.0	-10	1	·
Cc1nnc(NC(=O)C2COc3ccccc3O2)s1 (stereo unspecified)	5	1	-5	-2	-33	1.1	4	-2	3
COc1ccc(C(=O)COC(=O)c2ccco2)cc1	-1	0	7	-7	3	2.3	0	-1	0
C=CCSc1nnc2c(n1)OC=Nc1ccccc1-2	12	0	2	3	5	-3.4	-1	2	2
O=C(O)c1nnn(-c2ccc([N+](=O)[O-])cc2)c1-c1ccccc1	-10	0	-4	1	-7	-1.2	7	0	4

(continued)
SMILES	M4 PAM	M4 ag	M4 antag	CHRM5 PAM	CRFR2-BP antag	CRFR2-BP ag	M5 antag	CHRM5 agonist	IDE cell inh
C[C@@H](NC(=O)c1coc(=O)c(Br)c1)c1ccccc1	-5	0	1	-1	10	-1.6	3	-2	3
CCOC(=O)C1(C)CCCN(C(=O)c2cccnc2SC)C1 (stereo unspecified)	-4	1	-1	-1	·	·	-4	1	·
COc1cccc(NC(=S)NCc2ccccc2)c1	1	1	1	-1	7	0.6	4	-7	2
COc1ccc(CC(=O)NNC(=O)CSc2nc(C)c(C)c(=O)[nH]2)cc1	4	1	8	0	-5	1.1	-3	-3	-6
COc1ccc(OC)c2c1cc(C(=O)N[C@H](C(=O)N1CCC(C(=O)O)CC1)C(C)C)n2C	1	0	2	-1	5	-1.8	12	0	·
Cc1ccc(C)c(CN2CCC(n3nccc3NC(=O)C3CCCC3)CC2)c1	3	2	-9	8	-2	-0.5	-9	-5	-5
CCCCN(C(=O)CC1CCCCC1)c1c(N)n(CC(C)C)c(=O)[nH]c1=O	3	2	4	-4	5	-1.2	8	3	-2
C[C@H](CO)N1C[C@H](C)[C@@H](CN(C)CC2CC2)Oc2c(NS(=O)(=O)c3ccccc3)cccc2C1=O	3	1	-6	1	3	-1.1	9	-2	0
O=c1cc(O)n(Cc2ccc(F)cc2)c(=O)[nH]1	-2	1	-1	0	-11	-0.5	9	0	·
CCOC(=O)C(C)Oc1ccc2c(CC)cc(=O)oc2c1C (stereo unspecified)	-2	3	-2	-6	14	-3.7	-10	-2	7
COc1cc2cc(CCOC(=O)c3ccc(C(F)(F)F)cc3)oc(=O)c2cc1OC	4	1	1	2	5	1.3	7	0	7
Cc1ccc(CN2C(=O)C(Cc3ccccc3)Nc3ncnc(N4CCCCC4)c32)cc1 (stereo unspecified)	-11&-6	0&-1	-3&-15	-13&-11	-14	1.6	4&0	-10&-7	0
CCOC(=O)C/C(C)=N/NC(=O)CN(c1ccc(Br)cc1)S(=O)(=O)c1ccccc1	3	0	6	-1	-13	0.7	-2	-3	1
CCNCCC(=O)N1c2ccccc2Sc2ccc(NC(=O)OCC)cc21	-7	1	-1	-16	6	-1.3	16	-11	8
COc1cccc(CNC(=O)CNC(=O)c2cccs2)c1	5	0	2	2	-5	-1.2	1	-2	2
O=C(c1ccco1)N1CCN(c2cc(N3CCOCC3)c(F)cc2[N+](=O)[O-])CC1	2	1	2	-1	7	-1.9	-4	-2	2
O=C(CN(C(=O)c1ccc(Cl)cc1)N1C(=O)C2CCCCC2C1=O)c1ccc(Cl)cc1 (stereo unspecified)	-6	0	5	2	-28	2.5	-1	1	0
CCOCCCn1c(SCC(=O)N(C)C2CCS(=O)(=O)C2)nc2ccccc2c1=O (stereo unspecified)	0	1	3	8	11	-0.1	-3	3	4
O=C1CCCc2oc3ccc(NS(=O)(=O)c4cccc5cccnc45)cc3c21	-10	10	-1	-2	-15	-0.6	3	13	4
COc1cc(CN2CCCC(C(=O)Nc3cccc(-n4cccn4)c3)C2)ccc1F (stereo unspecified)	2	9	-4	-7	1	0.0	5	-5	2
O=C(c1ccco1)N1N=C(c2ccc(Cl)cc2)CC1c1ccco1 (stereo unspecified)	-1	-1	-1	-7	-5	-1.1	6	-4	0
CC(C)(CO)NCC#Cc1ccccc1	4	3	0	3	-2	0.8	3	-8	-3
c1ccc(CCC2CCCCN2Cc2nc(C3CC3)no2)cc1 (stereo unspecified)	3	0	1	-7	-8	-0.6	13	-4	4
